Giardia killer = kills Giardia lamblia; activity change, % at 7.66 µM, hits read low; AID 540267; Giardia lamblia trophozoite viability; hit rate 0.15% among 340,000; in the data active = activity change below about -80%; inconclusive = between about -30% and that limit;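 note: parasites exposed to compound for two days anaerobically before the ATP read; % is set by controls: 0 for no effect and ±100 for the full control effect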
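Trophozoites 100 cells/well + cpd; 48 hrs, 37 deg C, anaerobic. ATPLite 1-Step added, 15-30 min RT, luminescence read (ATP-based viability).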
KCNH2 WT inh = KCNH2 (human, wildtype) channel inhibition; Q12809; activity change, % at 1.84 µM; hit rate 0.37% among 340,000; U2OS, BacMam KCNH2, thallium flux FluxOr; active compounds read low; AID 720551;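 active = maximum activity change below -70%; inconclusive = maximum activity change between -70% and -50%; inactive = maximum activity change above -50%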; note: % is set by controls: 0 for no effect and ±100 for the full control effect
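U2OS cells were transduced with wild-type KCNH2 virus (2.03 x 10^8 / mL) for 4 h at room temperature, then cultured overnight at 37 C. Thallium flux was read with FluxOr dye. Rate constants were normalized to DMSO controls.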
GALK inhibitor = blocks human galactokinase activity | Potency, µM (top dose mostly 57.5 µM), inactives show at the highest dose activity change, negative = inhibition, actives largely listed as inhibitors | P51570 | hit rate 0.007% among 270,000 | Purified GALK, Kinase-Glo residual ATP luminescence | AID 1868; note: potency is the fitted concentration of half-maximal effect; % is set by controls: 0 for no effect and ±100 for the full control effect
Target sequence (P51570 whole entry, looked up): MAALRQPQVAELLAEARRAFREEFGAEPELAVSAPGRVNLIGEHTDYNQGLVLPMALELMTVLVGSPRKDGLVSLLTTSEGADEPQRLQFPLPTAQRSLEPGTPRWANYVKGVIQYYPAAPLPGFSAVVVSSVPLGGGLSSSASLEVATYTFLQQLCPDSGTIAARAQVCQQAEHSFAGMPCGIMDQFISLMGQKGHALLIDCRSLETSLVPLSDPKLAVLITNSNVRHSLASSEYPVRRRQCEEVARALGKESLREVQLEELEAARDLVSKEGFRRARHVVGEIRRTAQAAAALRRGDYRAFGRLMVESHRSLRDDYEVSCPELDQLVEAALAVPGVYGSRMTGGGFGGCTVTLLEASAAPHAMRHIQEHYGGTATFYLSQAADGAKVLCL
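GALK at 5 nM final was combined with compound, 35 uM ATP and 100 uM galactose in HEPES pH8.0 with MgCl2 and DTT. The reaction ran one hour at room temperature before luminescent ATP detection.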
BCR signal inh = blocks chronic active B-cell receptor signaling. ABC-DLBCL IkBa-CBG/CBR reporter, luminescence ratio, 4 h. Potency, µM (highest dose often 46.1 µM), without a hit: at the top dose ratio change, negative = lower green/red ratio, usual class: inhibitors. hit rate 0.05% among 340,000. AID 493014; active = well fitted inhibition curve with a large enough effect in the signal ratio, with a control signal flat, not every such curve was filed as active; inconclusive = small, poorly fitted or top-dose-only effect, or effect the other way, or a change in a side signal; the % refers to the signal ratio;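 note: potency is the fitted concentration of half-maximal effect; plate controls were basal doxycycline-induced cells for no effect and cells given 10 µM MG132 for full effect; MG132 reads +100%, hits lower the ratio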
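TMD8 ABC-DLBCL cells carrying doxycycline-inducible green luciferase fused to IkappaBalpha plus unfused red luciferase were exposed to compounds (up to 46 uM) for 4 hrs at 37C. Activity came from the overlap-corrected green/red luminescence ratio.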
CXXC DNA block = MLL CXXC-DNA interaction inhibition | AID 2662 | MLL-CXXC / FITC-HOXA9 DNA fluorescence polarization | Potency, µM (top dose mostly 115 µM), for the others: at the top dose activity change, negative = inhibition, most hits filed as inhibitors | Q03164 | hit rate 0.037% among 290,000; active = well fitted inhibition curve with a large enough effect in the polarisation, with a control signal flat, not every such curve was filed as active; inconclusive = small, poorly fitted or top-dose-only effect, or effect the other way, or a change in a side signal; inactive = no such curve, though single readings can be large or run the other way; the % refers to the polarisation; note: potency is the fitted concentration of half-maximal effect
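Steps: dispense CXXC domain solution (7 uM) → pin compounds or unlabeled HOX-A9 DNA control → 5 min ambient → add FLSN-HOX-A9 solution (50 nM) → spin → 30 min ambient → fluorescence polarization. Tris pH 7.5/NaCl/DTT/BSA buffer.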
A-T KAP1 phos = potential ataxia-telangiectasia treatment | AID 485349 | Potency, µM (top dose mostly 57.5 µM), for inactives: top-dose activation, most hits filed as activators | […] A-T fibroblasts, KAP-1 phosphorylation AlphaLISA; neocarzinostatin DNA damage 30 min before lysis | hit rate 0.19% among 320,000; note: potency is the fitted concentration of half-maximal effect; % of control where 0% means no effect; nearly all actives have a fitted effect of over 45% in size
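hTERT-immortalized A-T patient fibroblasts ([…]), 500 cells/well in OPTI-MEM, 1% FBS, got compounds for 60 min, then NCS for 30 min at 37C. Lysates were then assayed for phospho-KAP-1 by AlphaLISA (anti-pKAP1 donor, anti-KAP1 acceptor beads), 6 hr at 25C.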
Tb PFK inh = blocks T. brucei phosphofructokinase; T. brucei PFK, ADP-Glo luminescence; Potency, µM (series often up to 57.5 µM), inactives show at the highest dose activity, negative = inhibition, actives largely listed as inhibitors; hit rate 0.17% among 330,000; AID 485367;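 note: potency is the fitted concentration of half-maximal effect; 0% = uninhibited 1x PFK enzyme wells and -100% = no-enzyme wells; nearly all actives have a fitted effect of over 60% in size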
Target sequence (O15648 whole entry, looked up): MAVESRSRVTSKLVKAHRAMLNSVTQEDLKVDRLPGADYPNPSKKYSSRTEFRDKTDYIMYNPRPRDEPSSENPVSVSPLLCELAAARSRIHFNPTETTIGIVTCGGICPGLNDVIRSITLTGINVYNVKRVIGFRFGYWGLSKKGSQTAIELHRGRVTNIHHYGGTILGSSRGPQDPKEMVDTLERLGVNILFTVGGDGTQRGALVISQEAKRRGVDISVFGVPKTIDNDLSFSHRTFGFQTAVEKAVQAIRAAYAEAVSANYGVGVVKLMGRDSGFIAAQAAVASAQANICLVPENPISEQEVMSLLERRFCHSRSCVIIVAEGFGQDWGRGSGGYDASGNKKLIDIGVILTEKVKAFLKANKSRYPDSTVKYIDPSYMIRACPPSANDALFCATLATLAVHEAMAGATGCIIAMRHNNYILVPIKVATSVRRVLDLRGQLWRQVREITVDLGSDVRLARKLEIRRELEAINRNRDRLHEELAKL
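Activity is normalized to no-enzyme wells (full inhibition) and 1.25 nM enzyme wells (no inhibition). Reaction: 0.5 mM F6P, 0.1 mM ATP, 45 min RT, ADP-Glo luminescence; concentration-response curves fitted and classed by quality.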
TCR act = T cell receptor activation; Potency, µM (series often up to 9.22 µM), without a hit: at the top dose activation of IL-2 secretion, actives largely listed as activators; 330,000 tested, under 10 active; primary human leukocytes, anti-CD3, IL-2 HTRF, 48 h; note: % of control where 0% means no effect
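Human primary leukocytes + a-CD3 beads + cpd, 48 hr; IL-2 in supernatant by HTRF (ex 320nm / em 665nm). No co-stimulatory signal supplied.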
FBPA coupling cs = inhibits coupling enzyme system, counter-screen for aldolase hits. coupling enzyme system counterscreen, AmpLite Red fluorescence. activity change, negative = inhibition, % at 58.2 µM, hits read low. hit rate 0.67% among 290,000. AID 2472; in the data active = activity change below about -30%; note: % is set by controls: 0 for no effect and ±100 for the full control effect
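Fluorescence at 525 nm excitation and 598 nm emission measured inhibition of the coupled detection system without aldolase. Compounds (at 57.5 uM final) were preincubated 10 min at room temperature with coupling enzyme reagent before a 20 min substrate/AmpLite Red step.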
TSHR antag = antagonists of human thyroid stimulating hormone receptor; P16473; TSHR-expressing cells, TSH-stimulated cAMP HTRF, 2 h; active compounds read low; activity change, negative = inhibition, % at 11.5 µM; hit rate 0.2% among 330,000;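 active = activity change below a set negative limit, meaning inhibition stronger than a set level, cut at about -70% in these data; inconclusive = activity change between two set negative limits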; note: % is set by controls: 0 for no effect and ±100 for the full control effect
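TSHR-expressing cells, 200/well, pre-treated with compound, then stimulated with EC80 TSH (4nM final) for 2 hours at 37 deg C. cAMP measured by competitive HTRF: anti-cAMP cryptate antibody in lysis buffer plus cAMP-d2, read after 30 minutes at room temperature.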
An asterisk follows results filed as active; ? = inconclusive; / = no result given; & = joins results of further samples; [ ] = another dose, or the depositor's remark. Unless noted, calls come from the whole dose curve; as a rule, active = well fitted curve in the direction sought with a large enough effect; inconclusive = small, poorly fitted or top-dose-only effect, or another doubt; inactive = no such curve, though single readings can be large; an effect the other way counts as inactive or inconclusive.

SMILES	Giardia killer	KCNH2 WT inh	GALK inhibitor	BCR signal inh	CXXC DNA block	A-T KAP1 phos	Tb PFK inh	TCR act	FBPA coupling cs	TSHR antag
Cc1nc2ccccc2c2nc(N)nn12	10	1	-2%	2%	-2%	-4%	1%	5%[46.1 µM]	0	1
O=C(CCN1C(=O)/C(=C/c2cccs2)SC1=S)Nc1ccc(C(=O)O)cc1	3	-2	0%	-19%	11%	-3%	0%	0%	7	-21
CCOC(=O)c1c(C)oc2ccc(O)c(CN(C)C)c12	6	7	1%	-2%	1%	0%	-8%	2%	0	2
NC(=O)CCN1CCN(C(=O)c2ccc3nc(Cc4cccc(Cl)c4)oc3c2)CC1	-8	-9	-2%	0%	-4%	5%	?	3%	0	5
COc1ccc(NC(=O)C2CCCN2C(=O)Nc2ccccc2)cc1OC (configuration not stated)	10	0	0%	-7%	-8%	1%	-4%	1%[46.1 µM]	3	10
COC(=O)C1=C(C)N(C)C(=O)NC1c1ccccc1 (configuration not stated)	12	4	0%	2%	-1%	-1%	1%	-42%	0	9
COc1cccc2cc(C(=O)NCc3ccc(C)cc3)c(=N)oc12	-5	-2	-8%	-3%	8%	6%	6%	3%	0	10
CCOC(=O)C1CCN(C(=O)c2cc(-c3ccncc3)nc3ccccc23)CC1	3	10	/	?	/	-7%	7%	/	/	-15
CC(=O)c1cccc(OCc2cc(C(=O)N3CC4C[C@@H]5CC3C[C@H](C4)C5)no2)c1	38[activator]	-6	-3%	8%	-11%	-1%	0%	0%	/	11
COc1ccc(NC(=O)C2CC(=O)n3c(nc4ccccc43)N2)cc1 (configuration not stated)	-6	1	0%	3%	4%	2%	2%	-1%	3	12
CC(C)NC(=O)c1ccccc1NC(=O)/C=C/c1cccc([N+](=O)[O-])c1	6	0	1%	-1%	-17%	5%	0%	1%[46.1 µM]	2	0
O=C(Nc1ccncc1)C1CC1c1ccccc1 (configuration not stated)	8	5	0%	?	4%	0%	-8%	-2%	1	-7
CCn1c(SCC(=O)Nc2ccc3c(c2)OCO3)nnc1C(C)C	-9	3	-3%	10%	-5%	7%	0%	-4%	-1	-5
Nc1nonc1-n1nnc(C(=O)N/N=C/c2cccc(Cl)c2Cl)c1CN1CCCC1	-1	17	0%	-5%	1%	6%	-2%	-2%	4	-2
Cn1c(CN2CCCCC2)nc2cc(NC(=O)c3cccs3)ccc21	-13	20	-2%	?	4%	-4%	1%	/	-8	5
CCNS(=O)(=O)c1ccc(NC(=O)c2ccccc2OCC)cc1	8	-3	-1%	?	17%	4%	1%	0%	1	-12
COc1ccc(C2/C(=C(/O)c3ccccc3)C(=O)C(=O)N2CC(C)O)c(OC)c1 (configuration not stated)	33[activator]	-2	-4%	?	-7%	-2%	1%	0%	-2	-9
CC1(C)Cc2ccccc2-c2nc(NCCCO)[nH]c(=O)c21	3	-1	-4%	-24%	-2%	9%	4%	8%	1	-10
COCCN1C(=O)N[C@@H](c2cccs2)C(C(=O)OC)=C1C	14	9	/	2%	7%	15%	0%	3%	2&4	1
COc1ccc(N(Cc2ccc(N(C)C)cc2)C(=O)c2ccc(S(C)(=O)=O)cc2)cc1	9	1	-3%	0%	3%	2%	1%	0%	-1	-7
COC(=O)/C(=C\c1cccnc1)NC(=O)c1ccc(OCc2ccccc2)cc1	-26	0	1%	1%	15%	7%	-2%	-3%	/	-2
CCNC(=O)NC(=O)c1csc([N+](=O)[O-])c1	?	-10	6%	1%	-4%	0%	-7%	-2%	2	3
Cc1ccc(SCc2nc3ccccc3n2CC(=O)Nc2ccccc2)cc1	-4	-7	0%	?	-8%	0%	-2%	-6%	1	-10
CCc1noc(C)c1C(=O)N(CCOC)c1c(N)n(CC(C)C)c(=O)[nH]c1=O	6	8	-1%	-1%	?	10%	-3%	-3%	2	-5
CC1(C)Oc2ccc3ccc(=O)oc3c2-c2cn[nH]c21	1	-1	-1%	?	0%	0%	-6%	14%	-14	1
O=C(COC(=O)/C=C/c1cccc([N+](=O)[O-])c1)NCc1ccco1	6	-10	11%	3%	-17%	1%	0%	4%	2	0
Cc1cc(OC(=O)c2ccc(S(=O)(=O)N3CCCCC3)cc2)c([N+](=O)[O-])c(=O)[nH]1	-11	6	-1%	-3%	3%	0%	-8%	-7%	1	-11
C=CCNc1nc(Cl)nc(Nc2ccc(OCC)cc2)n1	-8	-6	2%	1%	11%	0%	1%	-5%[46.1 µM]	-3	-1
O=C(Nc1ccccc1O)c1cc(S(=O)(=O)N2CCOCC2)c(Cl)cc1Cl	6	50	6%	?	-12%	10%	1%	/	2	0
O=C(CCl)Nc1cccc2ncccc12	-4	1	1%	?	8%	5%	4%	0%[46.1 µM]	-4	14
O=C1c2cnc3nc(SCc4ccc(Cl)cc4)nn3c2CC2c3ccccc3CCN12 (configuration not stated)	-10	-7	1%	?	8%	-7%	-4%	0%	4	-4
O=C(CSc1nccn1-c1cccc(Cl)c1)NO	-4	3	2%	?	1%	4%	1%	1%	0	32
CN(C)CCCNC(=O)c1ccccn1	19	-7	0%	-27%	-3%	3%	6%	-2%	-3	3
O=C(CSc1nnc(CCc2ccccc2)n1-c1ccc(Cl)cc1)NCc1ccccc1	-6	-6	0%	?	2%	0%	1%	5%	8	21
COc1ccc(S(=O)(=O)Nc2cc3c4c(c2)CC(=O)N4CCC3)cc1	6	1	/	3%	/	/	3%	2%	/	1
COc1cc2c(cc1OC)C(c1ccccc1O)NCC2 (configuration not stated)	9	1	-2%	-2%	-13%	6%	1%	-4%	0	-17
C=C(C)CC(Nc1ccc(OC)cc1)c1ccco1 (configuration not stated)	10	10	0%	2%	-3%	4%	3%	0%	-1	8
Cc1nn(Cc2ccccc2)c(C)c1NC(=O)CSc1nc2c(c(C(F)(F)F)n1)CCc1ccccc1-2	-2	-3	2%	5%	16%	5%	0%	-10%	1	-2
COc1cccc(NC(=O)COc2ccccc2C(N)=O)c1	-4	9	0%	?	6%	2%	-4%	5%	2	5
O=C(NCCN1CCCCC1)c1ccc(=O)oc1	3	-17	3%	/	-3%	/	/	1%	2	/
Nc1nc(-c2ccccn2)nc(N)c1Cc1ccc(Cl)cc1Cl	-10	7	6%	-1%	22%	0%	-5%	-1%	-2	0
CCOc1cc(-c2noc(CCCC(N)=O)n2)cc(Br)c1OC	-12	0	6%	?	11%	-11%	1%	/	-2	-6
COc1ccc(OC)c(CN2CCN(C(=O)CNC(=O)c3ccccc3F)CC2)c1	4	0	/	0%	/	-7%	0%	-12%[46.1 µM]	/	9
O=C(Nc1ccc(Cl)c(Cl)c1)Nc1cc(C(=O)NC2CC2)ccc1Cl	/	/	-2%	1%	15%	-2%	-14%	-1%[46.1 µM]	-1	-9
Nc1nc(NCc2ccco2)nc(N2CCCCCC2)c1[N+](=O)[O-]	-9	9	1%	-6%	?	-3%	-2%	-2%[46.1 µM]	4	-10
CN1CCN(c2nc3ccccn3c(=O)c2/C=C(\C#N)S(=O)(=O)c2ccccc2)CC1	-5	-4	15%	2%	5%	-3%	-2%	-3%	3	-10
O=C(O)c1cccc(-n2c(/C=C/c3ccccc3)nc3ccccc3c2=O)c1	-14	-2	-8%	?	-7%	-2%	?	5%	7	-6
O=C(c1cccs1)N(CC1CCCO1)c1nc(-c2ccccc2)cs1 (configuration not stated)	-13	1	5%	3%	19%	7%	1%	3%	1	-12
CCOc1ccccc1N(CC(=O)NCc1ccc(OC)cc1)S(C)(=O)=O	-4	-9	2%	0%	1%	0%	-2%	5%	0	18
CCCN1C(=O)C(O)(C2CC(=O)CC(C)(C)O2)c2ccccc21 (configuration not stated)	-6	2	0%	-2%	-4%	-1%	-1%	-7%	-1	-1
COC(=O)c1ccc(NC(=O)CCN2CCN(CCC(=O)Nc3ccc(C(=O)OC)cc3)CC2)cc1	1	39	-3%	10%	-10%	/	1%	-5%[46.1 µM]	-1	-2

4 records picked at random from the list so far, as already listed:
SMILES	Giardia killer	KCNH2 WT inh	GALK inhibitor	BCR signal inh	CXXC DNA block	A-T KAP1 phos	Tb PFK inh	TCR act	FBPA coupling cs	TSHR antag
O=C(c1cccs1)N(CC1CCCO1)c1nc(-c2ccccc2)cs1 (configuration not stated)	-13	1	5%	3%	19%	7%	1%	3%	1	-12
Nc1nc(NCc2ccco2)nc(N2CCCCCC2)c1[N+](=O)[O-]	-9	9	1%	-6%	?	-3%	-2%	-2%[46.1 µM]	4	-10
Cc1nn(Cc2ccccc2)c(C)c1NC(=O)CSc1nc2c(c(C(F)(F)F)n1)CCc1ccccc1-2	-2	-3	2%	5%	16%	5%	0%	-10%	1	-2
COc1cccc(NC(=O)COc2ccccc2C(N)=O)c1	-4	9	0%	?	6%	2%	-4%	5%	2	5
